Bioassay records (PubChem BioAssay)
bIAP activator – bovine intestinal alkaline phosphatase activators, primary screen, biochemical, bovine IAP, CDP-star luminescence; purified bovine IAP, 30 min; active compounds read high; fold of DMSO-control signal, blank-subtracted; activation factor at 20 µM; actives 0.17% (n = 200,000);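 active means activation factor of 2 or more at 20 µM, a signal rise over negative controls twice the positive control's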
Lmaj promast – Leishmania major promastigote growth inhibition, primary screen | Leishmania major promastigotes, resazurin fluorescence viability | inhibition, % at 10 µM | AID 1063, 2008 | actives 9% (n = 200,000); in the data active means inhibition above about 50%;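 further: promastigotes grown with compound for 44 hours at 28 °C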
PPARg SRC-1 ag – PPARgamma agonists recruiting SRC-1 coactivator, primary screen, biochemical; PPARgamma-SRC-1 coactivator recruitment biochemical assay; AID 631, 2007; actives 0.41% (n = 200,000); Peroxisome proliferator-activated receptor gamma (Homo sapiens), P37231; activation, % at 8 µM; in the data active means activation above about 19%;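 further: 0% = DMSO and 100% = reference agonist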
PPARg SRC2 recr – agonists of PPARg-SRC-2 recruitment, primary screen, biochemical, HTS | actives 0.34% (n = 200,000) | activation, % at 8 µM | PPARgamma LBD-SRC-2 recruitment | Peroxisome proliferator-activated receptor gamma (Homo sapiens), P37231; in the data active means activation above about 22%;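 further: 0% = vehicle and 100% = reference agonist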
TLR4-MyD88 BLA – inhibitors of TLR4-MyD88 association in cells, primary screen, cell-based, HeLa CL3-4, BLA complementation, FRET ratio. Toll-like receptor 4 (Homo sapiens) + Myeloid differentiation primary response protein …. HeLa CL3-4 TLR4/MyD88 BLA complementation. inhibition, % at 8.4 µM. actives 0.18% (n = 200,000); in the data active means inhibition above about 25%;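 further: 0% = vehicle and 100% = reference inhibitor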
Target sequence (O00206 whole entry, looked up): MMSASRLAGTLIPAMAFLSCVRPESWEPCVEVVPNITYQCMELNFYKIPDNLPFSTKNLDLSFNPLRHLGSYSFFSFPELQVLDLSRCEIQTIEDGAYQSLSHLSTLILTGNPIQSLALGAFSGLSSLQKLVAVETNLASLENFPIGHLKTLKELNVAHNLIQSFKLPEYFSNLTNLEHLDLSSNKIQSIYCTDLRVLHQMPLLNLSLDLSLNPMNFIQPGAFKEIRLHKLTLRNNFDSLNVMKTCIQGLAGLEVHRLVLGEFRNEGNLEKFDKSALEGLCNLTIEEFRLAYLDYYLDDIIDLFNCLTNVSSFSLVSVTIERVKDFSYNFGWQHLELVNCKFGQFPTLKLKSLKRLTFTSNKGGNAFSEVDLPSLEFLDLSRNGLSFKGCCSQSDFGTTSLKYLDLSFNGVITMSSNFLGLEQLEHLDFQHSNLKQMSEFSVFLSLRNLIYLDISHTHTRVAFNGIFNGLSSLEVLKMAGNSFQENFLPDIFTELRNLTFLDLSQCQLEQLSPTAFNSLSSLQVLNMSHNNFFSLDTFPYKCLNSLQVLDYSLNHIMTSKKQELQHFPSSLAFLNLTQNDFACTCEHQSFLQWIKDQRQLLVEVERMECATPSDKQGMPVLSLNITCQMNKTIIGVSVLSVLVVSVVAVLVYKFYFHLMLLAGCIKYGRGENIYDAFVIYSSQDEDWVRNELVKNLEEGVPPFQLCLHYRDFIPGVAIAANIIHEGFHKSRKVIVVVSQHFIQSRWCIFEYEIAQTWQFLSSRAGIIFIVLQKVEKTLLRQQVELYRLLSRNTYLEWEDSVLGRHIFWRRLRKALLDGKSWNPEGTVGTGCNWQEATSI
Target sequence (Q99836 whole entry, looked up): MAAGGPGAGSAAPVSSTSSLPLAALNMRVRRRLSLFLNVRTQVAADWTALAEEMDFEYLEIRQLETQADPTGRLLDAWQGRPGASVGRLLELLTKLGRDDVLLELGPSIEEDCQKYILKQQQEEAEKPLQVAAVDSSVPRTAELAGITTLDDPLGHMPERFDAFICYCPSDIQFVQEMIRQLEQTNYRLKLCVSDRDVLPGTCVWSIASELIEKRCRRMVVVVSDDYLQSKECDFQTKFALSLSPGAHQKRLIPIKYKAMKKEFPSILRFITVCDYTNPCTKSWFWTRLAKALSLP
PPARg SRC-3 ag – PPARgamma agonists recruiting SRC-3 coactivator, primary screen, biochemical. AID 731, 2007. Peroxisome proliferator-activated receptor gamma (Homo sapiens), P37231. biochemical PPARgamma/SRC-3 coactivator recruitment assay. actives 0.26% (n = 200,000). activation, % at 8 µM; in the data active means activation above about 23%;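 further: 0% = DMSO and 100% = reference agonist; some compounds past the cut are filed as inactive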
ROMK mod – ROMK potassium channel modulators, primary screen, cell-based, thallium flux, MLSMR library; ATP-sensitive inward rectifier potassium channel 1 (Homo sapiens), P48048; Tet-inducible ROMK, thallium flux fluorescence; actives lie on both sides; B-score at 10 µM; actives 2% (n = 130,000);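 active means signal ratio slope over the read window, or its plate-corrected B-score, at least 3 SD from the plate mean, either direction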;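 further: B-score of the F/F0 ratio slope over 7 to 12 s after thallium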
DTT redox prof – compounds producing H2O2 with reducing agent – biochemical, NIH compound library profiling, artefact control for MLSCN library redox annotation, primary screen; DTT-dependent redox cycling H2O2, phenol red/HRP absorbance; 100% = 100 µM peroxide control, 0% = buffer; activation, % at 10 µM; actives 0.03% (n = 200,000); AID 878, 2007;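 active means activation of at least 50% relative to the plate's high and low controls in the primary single-dose screen; inactive means activation below 50%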;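 further: compound incubated with DTT at 0.8 mM final as the reducing agent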
bIAP inh – bovine intestinal alkaline phosphatase inhibitors, primary screen, selectivity assay for TNAP inhibitor project, biochemical, bovine IAP, CDP-star luminescence. purified bovine IAP, 30 min. inhibition, % at 20 µM. 190,000 tested, under 10 active;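 active means over 50% inhibition of intestinal alkaline phosphatase at 20 µM in the single-dose screen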
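System: purified bovine intestinal alkaline phosphatase (IAP) enzyme; Input: IAP diluted 1/65,000,000 in the well; Measured by: CDP-star luminescence signal; Compound dosing: 20 µM single dose; Incubation: 30 min reaction at room temperature.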
SRC2 TRFRET art – TR-FRET signal artefacts, primary screen, artefact control for PPARgamma SRC-2 agonist project, biochemical; TR-FRET ratio at 8 µM; actives 0.4% (n = 200,000); TR-FRET artefact counter-screen; active compounds read high; in the data active means TR-FRET ratio above about 2000; further: inactives centre near 1500
S1P3 antag – S1P3 receptor antagonists, primary screen, cell-based; Sphingosine 1-phosphate receptor 3 (Homo sapiens), Q99500; CHO S1P3 NFAT-BLA reporter, FRET fluorescence, antagonist mode; inhibition, % at 4.98 µM; actives 0.27% (n = 170,000); AID 485, 2006;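 active means inhibition above the plate cutoff, the mean inhibition of test wells on that plate plus 3 SD, cut at about 28% in these data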;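 further: cells challenged with S1P at its EC80 of 0.8 µM; blue over green emission ratio from cleaved BLA substrate after 4 h stimulation; 0% = S1P-stimulated wells and 100% = unstimulated DMSO-only wells; some compounds past the cut are filed as inactive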
* = called active by the depositor. Hits appear at their usual frequency. About 11% of those tested had a hit in this group.

What do the screens show for `COc1cc(CN/C(C)=C(\C#N)C(N)=O)cc(OC)c1OC`?
bIAP activator: 0.9; Lmaj promast: -5; PPARg SRC-1 ag: -2; PPARg SRC2 recr: 2; TLR4-MyD88 BLA: -4; PPARg SRC-3 ag: -4; DTT redox prof: -0.3; bIAP inh: 13; SRC2 TRFRET art: 1280; S1P3 antag: 16

Results for Cc1ccc(Cl)cc1N1CCN(C(=O)Cc2c(C(=O)O)[nH]c3ccccc23)CC1 ?
bIAP activator: 0.9; Lmaj promast: -12; PPARg SRC-1 ag: 10; PPARg SRC2 recr: 1; TLR4-MyD88 BLA: -3; PPARg SRC-3 ag: 5; ROMK mod: -1.6; DTT redox prof: 0.3; bIAP inh: 9; SRC2 TRFRET art: 1578

What do the screens show for `Cc1cccn2c(=O)c3cc(C(=O)N4CCCc5ccccc54)n(C)c3nc12`?
Lmaj promast: 0; PPARg SRC-1 ag: -1; PPARg SRC2 recr: 6; TLR4-MyD88 BLA: -11; PPARg SRC-3 ag: -4; ROMK mod: 0.96; DTT redox prof: 0.9; SRC2 TRFRET art: 1554; S1P3 antag: -1

What do the screens show for `Cc1nnc(Sc2nc3ccccc3o2)c2ccccc12`?
bIAP activator: 0.9; Lmaj promast: 64*; PPARg SRC-1 ag: 7; PPARg SRC2 recr: 4; TLR4-MyD88 BLA: 11; PPARg SRC-3 ag: -6; DTT redox prof: 1.8; bIAP inh: 7; SRC2 TRFRET art: 1570; S1P3 antag: -33

What do the screens show for `Cc1[nH]c2ccccc2c(=O)c1CN(C)Cc1ccccc1`?
bIAP activator: 1; Lmaj promast: 5; PPARg SRC-1 ag: -3; PPARg SRC2 recr: 4; TLR4-MyD88 BLA: 11; PPARg SRC-3 ag: 6; ROMK mod: -0.64; DTT redox prof: 2.4; bIAP inh: 4; SRC2 TRFRET art: 1687; S1P3 antag: -5

Results for Cc1ccc(S(=O)(=O)NC(=NCC(=O)O)c2ccc(F)cc2)cc1 ?
bIAP activator: 1; Lmaj promast: -3; PPARg SRC-1 ag: 2; PPARg SRC2 recr: 11; TLR4-MyD88 BLA: 5; PPARg SRC-3 ag: -1; ROMK mod: 0.67; DTT redox prof: 0.3; bIAP inh: 3; SRC2 TRFRET art: 1608

What do the screens show for `O=C(N/C(=C/C=C/c1ccccc1)C(=O)N1CCOCC1)c1ccccc1Br`?
bIAP activator: 1.2; Lmaj promast: 11; PPARg SRC-1 ag: 1; PPARg SRC2 recr: -2; TLR4-MyD88 BLA: 3; PPARg SRC-3 ag: 6; ROMK mod: -0.0022; DTT redox prof: -0.7; bIAP inh: -20; SRC2 TRFRET art: 1707; S1P3 antag: -4

What do the screens show for `Cc1ccc(C)c(OCC(=O)N2CCN(C(=O)c3ccco3)CC2)c1`?
bIAP activator: 0.8; Lmaj promast: -4; PPARg SRC-1 ag: -2; PPARg SRC2 recr: 5; TLR4-MyD88 BLA: -15; PPARg SRC-3 ag: 1; DTT redox prof: -0.3; bIAP inh: 22; SRC2 TRFRET art: 1644; S1P3 antag: 10

What do the screens show for `CC(=O)Nc1ccc(S(=O)(=O)NCc2ccc3[nH]c(C)cc3c2)cc1`?
bIAP activator: 0.8; Lmaj promast: -4; PPARg SRC-1 ag: 7; PPARg SRC2 recr: 4; TLR4-MyD88 BLA: -8; PPARg SRC-3 ag: 9; DTT redox prof: -1.7; bIAP inh: 20; SRC2 TRFRET art: 1566

What do the screens show for `Cc1ccc(-n2ncc3c(NCC4CCCO4)ncnc32)c(C)c1` (stereo not given)?
bIAP activator: 1; Lmaj promast: 9; PPARg SRC-1 ag: 2; PPARg SRC2 recr: -2; TLR4-MyD88 BLA: 3; PPARg SRC-3 ag: 8; ROMK mod: -0.35; DTT redox prof: 0.8; bIAP inh: 3; SRC2 TRFRET art: 1545; S1P3 antag: 3

Results for C/C(=N\NS(=O)(=O)c1ccc(C)c([N+](=O)[O-])c1)c1ccc2c(c1)OCO2 ?
bIAP activator: 1.1; Lmaj promast: -3; PPARg SRC-1 ag: -5; PPARg SRC2 recr: 0; TLR4-MyD88 BLA: 2; PPARg SRC-3 ag: -3; ROMK mod: 0.64; DTT redox prof: -0.4; bIAP inh: -12; SRC2 TRFRET art: 1357; S1P3 antag: -7

How did COc1cc2c(cc1NC(=O)CSc1nnc(COc3ccc(Cl)cc3)n1C)oc1ccccc12 do in these assays?
bIAP activator: 1; Lmaj promast: 8; PPARg SRC-1 ag: 9; PPARg SRC2 recr: 2; TLR4-MyD88 BLA: 16; PPARg SRC-3 ag: -4; DTT redox prof: -2.7; bIAP inh: -2; SRC2 TRFRET art: 1399

How did NC(=S)N/N=C/c1cccc(O)c1O do in these assays?
bIAP activator: 1.3; Lmaj promast: 10; PPARg SRC-1 ag: 2; PPARg SRC2 recr: -1; TLR4-MyD88 BLA: 1; PPARg SRC-3 ag: 2; ROMK mod: -0.00033; DTT redox prof: -0.6; bIAP inh: -28; SRC2 TRFRET art: 1718; S1P3 antag: 8

What do the screens show for `C[C@@H]1NC(=O)[C@H](CCC(N)=O)NC(=O)c2cc([N+](=O)[O-])cc(I)c2NCC[C@@H](C(N)=O)NC1=O`?
bIAP activator: 1.2; Lmaj promast: -7; PPARg SRC-1 ag: -1; PPARg SRC2 recr: 8; TLR4-MyD88 BLA: 6; PPARg SRC-3 ag: -3; ROMK mod: -0.13; DTT redox prof: 0.4; bIAP inh: -18; SRC2 TRFRET art: 1392; S1P3 antag: -6

Results for COC(=O)c1cc(Br)c(=O)n(-c2ccccc2F)c1 ?
bIAP activator: 1; Lmaj promast: -2; PPARg SRC-1 ag: 1; PPARg SRC2 recr: 7; TLR4-MyD88 BLA: -8; PPARg SRC-3 ag: 2; DTT redox prof: 2.0; bIAP inh: 3; SRC2 TRFRET art: 1634

How did Brc1ccc(Nc2c3c(nc4ncnn24)CCC3)cc1 do in these assays?
bIAP activator: 0.7; Lmaj promast: -4; PPARg SRC-1 ag: 0; PPARg SRC2 recr: 0; TLR4-MyD88 BLA: 11; PPARg SRC-3 ag: -6; ROMK mod: -1.3; DTT redox prof: 1.0; bIAP inh: 26; SRC2 TRFRET art: 1595

Results for Cc1ccc(C(=O)Oc2ccc(Cl)c3cccnc23)cc1[N+](=O)[O-] ?
bIAP activator: 0.9; Lmaj promast: 98*; PPARg SRC-1 ag: 2; PPARg SRC2 recr: 6; TLR4-MyD88 BLA: -5; PPARg SRC-3 ag: 1; DTT redox prof: -0.6; bIAP inh: 7; SRC2 TRFRET art: 1613

Results for CCCCNc1ncnc2c1cnn2-c1ccc(C)cc1C ?
bIAP activator: 0.9; Lmaj promast: 21; PPARg SRC-1 ag: 7; PPARg SRC2 recr: 9; TLR4-MyD88 BLA: 4; PPARg SRC-3 ag: 1; DTT redox prof: -3.2; bIAP inh: 6; SRC2 TRFRET art: 1628; S1P3 antag: 15

Results for O=C(CN1C(=O)/C(=C/c2ccccc2F)Oc2ccccc21)N1CCN(c2ccccn2)CC1 ?
bIAP activator: 1; Lmaj promast: 40; PPARg SRC-1 ag: -11; PPARg SRC2 recr: -6; TLR4-MyD88 BLA: -10; PPARg SRC-3 ag: 0; ROMK mod: 0.041; DTT redox prof: 0.5; bIAP inh: 2; SRC2 TRFRET art: 1510; S1P3 antag: 6

What do the screens show for `O=C(Nc1ccccc1)c1ccccc1N=Cc1cccc(O)c1`?
bIAP activator: 1; Lmaj promast: 11; PPARg SRC-1 ag: 3; PPARg SRC2 recr: 3; TLR4-MyD88 BLA: 3; PPARg SRC-3 ag: -3; ROMK mod: 0.82; DTT redox prof: -1.9; bIAP inh: 1; SRC2 TRFRET art: 1535; S1P3 antag: 13

No new results follow: an excerpt of the list.
What do the screens show for `Cc1ccc(-n2ncc3c(NCC4CCCO4)ncnc32)c(C)c1` (stereo not given)?
bIAP activator: 1; Lmaj promast: 9; PPARg SRC-1 ag: 2; PPARg SRC2 recr: -2; TLR4-MyD88 BLA: 3; PPARg SRC-3 ag: 8; ROMK mod: -0.35; DTT redox prof: 0.8; bIAP inh: 3; SRC2 TRFRET art: 1545; S1P3 antag: 3

Results for C/C(=N\NS(=O)(=O)c1ccc(C)c([N+](=O)[O-])c1)c1ccc2c(c1)OCO2 ?
bIAP activator: 1.1; Lmaj promast: -3; PPARg SRC-1 ag: -5; PPARg SRC2 recr: 0; TLR4-MyD88 BLA: 2; PPARg SRC-3 ag: -3; ROMK mod: 0.64; DTT redox prof: -0.4; bIAP inh: -12; SRC2 TRFRET art: 1357; S1P3 antag: -7

(continued)
What do the screens show for `COc1ccc(/C(N)=N/OC(=O)Oc2ccccc2)cc1OC`?
bIAP activator: 0.5; Lmaj promast: 6; PPARg SRC-1 ag: 2; PPARg SRC2 recr: -5; TLR4-MyD88 BLA: 3; PPARg SRC-3 ag: -1; DTT redox prof: 0.4; SRC2 TRFRET art: 1540; S1P3 antag: -7

What do the screens show for `O=C(Nc1ccncc1)c1cncc(Br)c1`?
bIAP activator: 0.9; Lmaj promast: 10; PPARg SRC-1 ag: 12; PPARg SRC2 recr: 5; TLR4-MyD88 BLA: 2; PPARg SRC-3 ag: 19; ROMK mod: -0.41; DTT redox prof: -1.0; bIAP inh: 6; SRC2 TRFRET art: 1683; S1P3 antag: 10

What do the screens show for `Fc1ccc(CSc2nc3ncc(Br)cc3[nH]2)cc1`?
bIAP activator: 1; Lmaj promast: -2; PPARg SRC-1 ag: 6; PPARg SRC2 recr: 10; TLR4-MyD88 BLA: -1; PPARg SRC-3 ag: 7; ROMK mod: 0.57; DTT redox prof: 0.1; bIAP inh: -4; SRC2 TRFRET art: 1459

What do the screens show for `COc1ccc(Cc2c(O)nc(SCC(=O)NC(C)(C)C)[nH]c2=O)cc1`?
bIAP activator: 1; Lmaj promast: -11; PPARg SRC-1 ag: 0; PPARg SRC2 recr: 0; TLR4-MyD88 BLA: 9; PPARg SRC-3 ag: 4; ROMK mod: 0.17; DTT redox prof: 0.5; bIAP inh: 3; SRC2 TRFRET art: 1449; S1P3 antag: -6

What do the screens show for `CCCC(=O)Oc1ccc(-c2nccc(C(OC)OC)n2)cc1`?
bIAP activator: 1.1; Lmaj promast: 1; PPARg SRC-1 ag: 5; PPARg SRC2 recr: 2; TLR4-MyD88 BLA: 2; PPARg SRC-3 ag: -5; ROMK mod: 0.052; DTT redox prof: -0.8; bIAP inh: -6; SRC2 TRFRET art: 1443; S1P3 antag: -34

What do the screens show for `O=C(O)CC1NC(=O)N(c2ccc(Cl)cc2)C1=O` (stereo not given)?
bIAP activator: 0.9; Lmaj promast: 0; PPARg SRC-1 ag: 18; PPARg SRC2 recr: 3; TLR4-MyD88 BLA: 15; PPARg SRC-3 ag: 23; DTT redox prof: -0.1; bIAP inh: 9; SRC2 TRFRET art: 1609; S1P3 antag: -48
